FBA Mtb inh – Mtb fructose-bisphosphate aldolase inhibition; purified M. tuberculosis FBA, fluorescence read-out; P9WQA3; inhibition, % at 1 µM; 2.3% of 360,000 active; in the data active = inhibition above about 27%;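 note: 0% = vehicle and 100% = reference inhibitor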
GDH-TPI counter – counter-screen for M. tuberculosis FBA inhibitors: GDH-TPI coupled enzymes; GDH-TPI coupled enzyme counterscreen, NADH absorbance; inhibition, % at 4.8 µM; 1.2% of 360,000 active; AID 588335; in the data active = inhibition above about 30%;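 note: 0% = DMSO wells and 100% = wells lacking the enzyme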
Rv3671c inh – inhibits the M. tuberculosis serine protease Rv3671c; P9WHR9; inhibition, % at 5.96 µM; 0.048% of 320,000 active; AID 2606; in the data active = inhibition above about 38%;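 note: extracellular domain of Rv3671c used as enzyme; 0% = enzyme with DMSO and 100% = no enzyme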
Target sequence (P9WHR9 whole entry, looked up, the tested form may be a part): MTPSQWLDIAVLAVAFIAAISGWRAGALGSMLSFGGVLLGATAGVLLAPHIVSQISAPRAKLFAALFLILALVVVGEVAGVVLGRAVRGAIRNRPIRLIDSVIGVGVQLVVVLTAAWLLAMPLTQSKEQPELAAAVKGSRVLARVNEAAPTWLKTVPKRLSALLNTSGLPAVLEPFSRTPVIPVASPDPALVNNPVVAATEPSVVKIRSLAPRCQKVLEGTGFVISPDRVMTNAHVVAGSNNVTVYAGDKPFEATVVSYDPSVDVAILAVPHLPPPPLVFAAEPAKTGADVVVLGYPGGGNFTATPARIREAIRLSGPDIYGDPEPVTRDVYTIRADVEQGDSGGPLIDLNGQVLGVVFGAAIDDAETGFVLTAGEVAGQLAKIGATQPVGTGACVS
BH1578 lux ind – quorum light induction in luxS cqsA deficient V. cholerae | V. cholerae BH1578 lux reporter, luminescence, 6 h | activation, % at 18.7 µM | 0.16% of 350,000 active | AID 588436; in the data active = activation mostly above about 9.7%, no sharp cut-off; note: not every result past the cut was called active; inactives centre near 0; reference of the scale not given here
PriA SSB inh – blocks PriA binding to SSB C-terminal tail. 0.6% of 430,000 active. inhibition, % at 33 µM. AlphaScreen SSBct-PriA binding, biotinylated peptide; in the data active = inhibition mostly above about 37%, no sharp cut-off; inactive = mostly below about 20%;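 note: plate controls were negative control peptide for no effect and reference peptide for full effect; strong numbers were not always called active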
DUSP3 inh – inhibitors of human VHR1 phosphatase (DUSP3). P51452. recombinant VHR phosphatase, pNPP absorbance. inhibition, % at 13.3 µM. 0.52% of 290,000 active; in the data active = inhibition above about 50%; note: some compounds called inactive have numbers as strong as hits
UGM FP inh – inhibitors of M. tuberculosis UDP-galactopyranose mutase; AID 504406; P9WIQ1; inhibition, % at 10 µM; purified UGM, fluorescence polarization probe displacement; 0.06% of 320,000 active; in the data active = inhibition above about 10%, passing the limit was not always enough
Target sequence (P9WIQ1 whole entry, looked up): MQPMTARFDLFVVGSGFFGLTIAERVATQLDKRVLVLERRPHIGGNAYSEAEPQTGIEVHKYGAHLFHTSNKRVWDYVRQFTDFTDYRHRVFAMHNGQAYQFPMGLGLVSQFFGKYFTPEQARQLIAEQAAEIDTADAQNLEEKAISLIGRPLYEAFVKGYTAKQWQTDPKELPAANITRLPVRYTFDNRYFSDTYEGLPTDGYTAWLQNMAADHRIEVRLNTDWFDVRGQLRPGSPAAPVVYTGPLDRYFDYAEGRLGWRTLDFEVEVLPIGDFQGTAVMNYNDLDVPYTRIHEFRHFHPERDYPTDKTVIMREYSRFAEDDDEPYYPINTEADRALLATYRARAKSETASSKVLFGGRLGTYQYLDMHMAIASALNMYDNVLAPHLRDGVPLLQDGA
MazF activator – increases E. coli MazEF RNase cleavage of RNA; AID 504720; FAM/BHQ RNA-DNA oligo cleavage fluorescence, 5 h; activation, % at 20 µM; P0AE70; 0.32% of 350,000 active; in the data active = activation above about 50%
Target sequence (P0AE70 whole entry, looked up): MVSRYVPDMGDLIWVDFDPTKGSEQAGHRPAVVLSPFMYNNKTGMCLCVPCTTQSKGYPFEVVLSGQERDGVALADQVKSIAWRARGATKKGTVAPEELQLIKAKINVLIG
3CLpro inhibitor – SARS-CoV 3CLpro protease inhibition | AID 1706 | P0C6X7 | recombinant SARS-CoV 3CLpro, quenched FRET peptide cleavage | inhibition, % at 6 µM | 0.14% of 290,000 active; in the data active = inhibition above about 12%
Mtb BioA inh – blocks M. tuberculosis BioA enzyme activity; inhibition, % at 9.99 µM; AID 602481; purified M. tuberculosis BioA enzyme, plate reader; 0.096% of 360,000 active; in the data active = inhibition above about 40%
An asterisk follows results filed as active; i = inactive; / = not tested or not shown; + = active, no number; & = joins results of further samples. A portion of the library; count on the stated rates, not on these rows.

SMILES	FBA Mtb inh	GDH-TPI counter	Rv3671c inh	BH1578 lux ind	PriA SSB inh	DUSP3 inh	UGM FP inh	MazF activator	3CLpro inhibitor	Mtb BioA inh
Cc1cc(C)c2c(=O)n3c(nc2c1)C(CC(C)C)NC(=O)c1cccnc1-3 (centres undefined)	0	9	/	-0.1	/	/	/	-3	/	2.0
COc1ccccc1CNc1ncccc1[N+](=O)[O-]	-2	2	-7	-0.8	-8	34	-3.1	0	3	-1.2
Cc1ccccc1C(=O)NC(=S)NCc1cccnc1	-1	1	4	-0.9	-1	7	-1.7	1	-5	-0.1
Cc1ccccc1NC(=O)n1ncc2cc(Cl)ccc21	1	1	0	i	-17	15	0.8	2	2	-0.6
CC(C)c1c(O)nc(SCCC(=O)O)[nH]c1=O	0	0	-10	-1.0	-5	19	4.0	8	-4	-1.1
CC(=O)Nc1ccc(S(=O)(=O)N(C)CC(=O)OCC(=O)N(C)C2CCS(=O)(=O)C2)cc1 (centres undefined)	3	6	11	i	1	/	5.5	-7	/	-1.4
O=c1[nH]c(=O)n(Cc2ccccc2)c2nc(-c3ccc(Oc4ccc(F)cc4)c([N+](=O)[O-])c3)n(CCO)c12	-1	7	-3	-0.2	20	3	2.4	-26	3	/
O=Cc1c(Sc2ccccn2)nc2ccccn2c1=O	1	13	6	-0.4	-3	22	-1.3	7	3	5.1
O=C(O)c1ccc(N2CCCCS2(=O)=O)cc1	0	-3	4	i	-15	3	-2.2	-1	1	/
CC1=C(C(=O)N2CCOCC2)CC(CC(=O)NCCCCc2ccccc2)C(=O)N1CCCN1CCCC1=O (centres undefined)	-2	5	/	-0.4	/	/	/	4	/	-0.8
CCCCCCCn1c(=N)n(CC(O)c2ccco2)c2ccccc21 (centres undefined)	7	4	2	i	-9	18	1.1	-9	-3	3.7
O=C1NN(c2cccc(Br)c2)C(=O)/C1=C/c1cccs1	2	8	1	-0.5	-3	-8	1.2	4	0	/
COc1ccc(C(=O)O/N=C(\N)c2ccccc2)c(OC)c1	-7	-2	-12	i	/	5	1.3	6	-2	/
COc1cc(SC)ccc1C(=O)NCCNC(=O)c1nonc1N	2	-1	8	-0.1	4	-15	-1.9	1	-1	/
COc1ccc(S(=O)(=O)N2CCOCC2)cc1NC(=O)Cc1coc2cc(C)c(C)cc12	0	0	-2	i	-15	-14	-2.6	1	4	0.6
CCCCN(C=O)c1c(CC)nc2ccc(C(=O)N(C)Cc3ccco3)cn12	2	-2	/	i	/	/	/	/	/	0.0
CCC1CCCCN1Cc1cc(OC)c(O)c([N+](=O)[O-])c1 (centres undefined)	/	/	3	/	5	3	0.4	1	3	/
COc1cc(OC)c2c(-c3cccc(-c4ccc(NC(C)=O)cc4)c3)cc(=O)oc2c1	1	5	/	i	-2	/	/	-22	/	-0.2
O=C(Cc1cccc2ccccc12)Nc1ccc(OC(F)F)c(Cl)c1	1	-9	-66	1.4	-22	-4	-0.9	-13	4	-1.3
COc1cc(CN(C(=O)c2ccco2)c2ccc(C)cc2)ccc1O	1	8	-2	-0.9	3	-15	-1.7	-3	0	1.1
C=CCn1c(SCC(=O)Nc2ccc(F)cc2)nc2cc(C(=O)O)ccc2c1=O	5	5	8	i	-8	-2	4.7	2	-1	/
O=C1NN(c2ccccc2)C(=O)/C1=C\c1ccc(-c2cc([N+](=O)[O-])ccc2O)o1	-6	19	/	-0.6	8	11	/	-5	2	/
Cc1ccccc1NC1=NS(=O)(=O)c2ccccc21	1	5	4	-6.7	-7	28	-1.5	-1	3	0.8
Cc1cc(Cl)c(OCCCNCc2ccccc2)c(Br)c1	-7	6	10	-0.4	-1	24	0.5	15	2	-2.2
O=c1oc2c(CN3CCOCC3)c(O)ccc2c2c1CCCC2	+	29	2	-0.6	7	14	1.2	-3	-5	/
Cc1ccc(C)c(N=Nc2ccc(O)c3ncccc23)c1	0	7	11	i	30	23	0.1	3	0	/
COc1cc(CC(=O)NCC2COc3ccccc3O2)cc(OC)c1OC (centres undefined)	2	3	-3	1.4	0	11	-0.9	-2	-1	/
Cc1cccc(C(=O)NCC(=O)OCC(=O)N2CCN(S(=O)(=O)c3ccc(C)cc3C)CC2)c1	4	5	2	i	-7	/	2.0	1	/	0.5
COCCNC(=O)Cn1cc(/C=C(\C#N)C(=O)NC2CCCC2)c2ccccc21	-4	30	-1	0.8	14	14	1.7	-3	-4	1.1
Cc1cc(NC(=O)CSc2cc(C)c3ccccc3n2)no1	0	8	-5	-0.4	1	/	-0.3	12	/	0.0

Retrieved by compound from the entries so far, two records:
SMILES	FBA Mtb inh	GDH-TPI counter	Rv3671c inh	BH1578 lux ind	PriA SSB inh	DUSP3 inh	UGM FP inh	MazF activator	3CLpro inhibitor	Mtb BioA inh
O=C1NN(c2ccccc2)C(=O)/C1=C\c1ccc(-c2cc([N+](=O)[O-])ccc2O)o1	-6	19	/	-0.6	8	11	/	-5	2	/
C=CCn1c(SCC(=O)Nc2ccc(F)cc2)nc2cc(C(=O)O)ccc2c1=O	5	5	8	i	-8	-2	4.7	2	-1	/

Further entries follow.
SMILES	FBA Mtb inh	GDH-TPI counter	Rv3671c inh	BH1578 lux ind	PriA SSB inh	DUSP3 inh	UGM FP inh	MazF activator	3CLpro inhibitor	Mtb BioA inh
O=[N+]([O-])c1ccccc1/C=C/C=N/n1c(-c2ccco2)n[nH]c1=S	0	13	3	i	/	15	-1.0	2	15*	/
C=CCSc1nnc(N2C(=O)C(O)=C(C(=O)c3ccco3)C2c2ccc(F)cc2)s1 (centres undefined)	10	3	-8	i	5	-26	2.5	36	8	-5.5
CCc1ccc(NC(=O)c2ccc(OC)c([N+](=O)[O-])c2)cc1	0	6	-5	-0.2	2	-2	1.7	9	4	/
CCCCCn1c(SCC#N)nc2cc(C(=O)NCC3CCCO3)ccc2c1=O (centres undefined)	4	13	8	-0.3	-10	8	-0.6	-3	3	-1.6
C[C@H](CO)N1C[C@H](C)[C@@H](CN(C)Cc2ccc3cccnc3c2)OCc2cnnn2CCCC1=O	2	1	/	0.7	/	/	/	9	/	-0.1&1.2&0.3
COCCCNC(=O)CC(=O)N/N=C\c1ccc(SC)cc1	1	14	8	i	/	1	-1.7	4	1	/
COc1cc(CNC2CCC(C)C2)cc(OC)c1 (centres undefined)	-1	1	1	i	0	6	-3.2	1	6	-0.9
Cc1c(Cl)cccc1NC(=S)NCc1ccco1	-1	-5	4	-2.0	-4	-8	-1.4	-4	1	/
COc1ccc(C(C)=O)cc1Cc1c(O)[nH]c(=S)[nH]c1=O	0	-10	-4	-0.3	3	18	1.2	2	-5	5.0
C[C@]12CCC3C(CC[C@H]4C[C@H](O)CC[C@]34C)C1C[C@H](O)[C@H]2O (some centres undefined)	-2	6	/	0.8	-1	/	/	1	/	0.8
CC1CN(C)C(c2ccccc2)C(C)C12NC(=O)NC2=O (centres undefined)	1	-3	-3	i	6	-19	-3.1	4	3	1.0
Cc1nc2ccccc2c(C)c1CC(=O)N(CC(C)C)c1c(N)n(Cc2ccccc2)c(=O)[nH]c1=O	-1	3	-8	i	5	/	1.8	-5	/	0.8
CCN(CC)C(=O)CSc1nnc(-c2ccncc2)n1N	3	6	-6	i	-11	9	-4.1	3	-1	-0.3
CCOc1cc(C=C2C(=O)NC(=S)NC2=O)ccc1O	1	34*	/	-2.0	-2	/	/	-11	/	0.0
COc1ccc(CN2CCN(Cc3cn(C)nc3-c3ccccc3)CC2CCO)c(C)c1C (centres undefined)	-2	12	5	-0.2	-3	14	0.6	-24	3	0.8
CCOc1ccc(Br)cc1S(=O)(=O)N1CCCN(C)CC1	0	2	6	i	-5	-15	0.5	9	-1	0.2
O=C(CSc1ncccn1)N/N=C/c1ccc(OC2CSC2)cc1	1	0	-1	-3.6	/	6	-0.5	4	-3	/
Cc1ccc(S(=O)(=O)/N=C(\N)Nc2nc(C)c3cc(C)c(C)cc3n2)cc1	1	0	-15	6.2	/	6	0.5	17	-4	-0.1
Cc1cccc(C(=O)Nc2nnc(SCC(=O)Nc3ccc4c(c3)oc3ccccc34)s2)c1	4	1	0	-0.4	-20	-4	1.1	-11	0	/
CCOC(=O)c1ccc(NC2=CC(=O)CC(c3ccco3)C2)cc1 (centres undefined)	1	60*	4	-1.6	-1	11	-2.2	4	0	/
CC1CC(=O)N(c2ccc(NCCc3ccccc3)c([N+](=O)[O-])c2)C1=O (centres undefined)	-11	-1	1	-0.8	11	-42	0.9	5	-2	-2.2
Cc1ccc(NC(CC(=O)c2ccccc2)c2ccc(F)cc2)cc1 (centres undefined)	-1	-1	-6	-0.3	-5	21	1.1	-7	-9	/
Cc1oc(C(N)=O)cc1COc1ccc(C(N)=O)cc1	4	-2	1	-0.5	0	25	1.0	2	2	/
CC(C)(C)[C@]1(O)C[C@@H]2OC(=O)C[C@@]23C(=O)O[C@@H]2OC(=O)[C@H](O)[C@]213	3	-1	-2	-0.4	0	-3	1.7	1	1	-3.4
O=C(NC(O)C(=O)c1ccc(F)cc1)c1ccc(F)cc1 (centres undefined)	1	2	-1	0.0	-13	28	0.6	11	0	-0.8
Cc1ccc(S(=O)(=O)N2CCN(CCNC(=O)C(=O)NCc3ccccc3)CC2)cc1	0	-2	9	-0.2	-1	7	1.8	11	-8	-0.8
CC(=O)Nc1ccc(SC[C@H](Cc2ccccc2)N2CC[C@@H](O)CCC2=O)cc1	0	4	7	-1.0	-4	/	1.8	7	/	0.9
O=C(O)C1C2CCC(C2)C1C(=O)Nc1nc2ccccc2s1 (centres undefined)	3	0	-5	0.4	-10	-19	-0.4	4	-2	-0.2
CC(C)NC(=O)C1(C)CCN1C(=O)c1ccccc1Oc1ccccc1 (centres undefined)	-1	8	/	i	/	/	/	/	/	-0.1
O=C(CCS(=O)(=O)c1ccccc1)NC12CC3CC(CC(C3)C1)C2	5	2	7	i	-10	16	1.0	1	4	0.0
CC1(C)Cc2c(c(N3CCOCC3)nc3snc(Br)c23)CO1	3	-1	2	i	-7	25	4.0	2	0	0.9
O=C(Cc1cccs1)Nc1ccccn1	-1	12	-9	-0.4	-11	-5	4.2	-3	0	0.5
Cc1nnc(SCC(=O)NC2CCCC2)s1	7	10	3	i	-4	-18	-4.5	4	3	-0.9
Cc1cc2c(c(SCC(N)=O)n1)C(=O)OC2	2	-1	6	i	-5	12	-0.1	15	-5	/
CNC(=O)c1ccc(CN(C)C(=O)c2cc(C3CC3)nc3c2cnn3C(C)C)cc1	0	11	/	i	/	/	/	2	/	2.4
O=C(CN1C(=O)c2ccccc2C1=O)Nc1cccc([N+](=O)[O-])c1	0	2	9	-0.8	0	-1	-1.4	4	-3	1.9
N=c1n(Cc2ccccc2Cl)c2ccccc2n1CC(O)c1ccco1 (centres undefined)	2	3	3	-0.3	-7	17	-0.9	0	3	/
N#CC1=C(N)Oc2c(ccc3cccnc23)C1c1ccncc1 (centres undefined)	2	1	2	i	65*	25	5.3	6	2	5.9
COC(=O)Cc1ccc(NC(=S)N2CCN(C(=O)C3CCCO3)CC2)cc1 (centres undefined)	1	0	7	1.5	11	14	2.2	4	-2	-1.1
O=C(NCCc1ccccc1)C(=O)c1cn(CC(=O)N2CCCC2)c2ccccc12	1	18	-7	-4.3	-2	19	-4.2	2	-9	1.1
Cc1ccc(N(C(=O)c2csnn2)C(C(=O)NC2CCCCC2)c2ccncc2)cc1 (centres undefined)	3	-5	-6	i	-10	35	4.9	1	2	-0.4

Entries listed so far with a Cl atom, in the order listed:
SMILES	FBA Mtb inh	GDH-TPI counter	Rv3671c inh	BH1578 lux ind	PriA SSB inh	DUSP3 inh	UGM FP inh	MazF activator	3CLpro inhibitor	Mtb BioA inh
Cc1ccccc1NC(=O)n1ncc2cc(Cl)ccc21	1	1	0	i	-17	15	0.8	2	2	-0.6
O=C(Cc1cccc2ccccc12)Nc1ccc(OC(F)F)c(Cl)c1	1	-9	-66	1.4	-22	-4	-0.9	-13	4	-1.3
Cc1cc(Cl)c(OCCCNCc2ccccc2)c(Br)c1	-7	6	10	-0.4	-1	24	0.5	15	2	-2.2
Cc1c(Cl)cccc1NC(=S)NCc1ccco1	-1	-5	4	-2.0	-4	-8	-1.4	-4	1	/
N=c1n(Cc2ccccc2Cl)c2ccccc2n1CC(O)c1ccco1 (centres undefined)	2	3	3	-0.3	-7	17	-0.9	0	3	/
